bCat nuc transl – beta-catenin nuclear translocation modulation; HeLa beta-catenin nuclear translocation, immunofluorescence imaging; hit rate 0.3% among 190,000; nuclear translocation activity, % at 5 µM;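 active = nuclear translocation activity above 50% at 5 µM, with a well cell count of 50 or more; inconclusive = wells under 50 cells across six images, flagged as toxic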;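 note: per-cell ratio of nuclear to cytoplasmic median beta-catenin stain intensity; plate controls were DMSO negative control for no effect and GSK-3 inhibitor IX positive control for full effect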
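Test system: human HeLa cells, endogenous beta-catenin. Times: 24 h compound exposure, 37°C. Measured by: beta-catenin immunofluorescence imaging with DAPI.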
human PMI inhibition – inhibitors of human PMI, primary screen, biochemical, fluorescence intensity, coupled assay (AID 1209). purified PMI enzyme, coupled fluorescence intensity; higher % means a stronger effect. hit rate 0.42% among 190,000. one-dose inhibition, % at 20 µM; IC50 in µM for titrated hits;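 note: plate controls were DMSO vehicle for no effect and wells lacking substrate for full effect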
Yfh1-off respiration – enhancers of respiration in Yfh1-depleted yeast, dose response, Friedreich's ataxia, plus single-dose screen (AID 1465); S. cerevisiae Yfh1-off respiration, WST-1 reduction, 72 h; higher fold induction means a stronger effect; fold induction at 50 µM; hits with a dose series show EC50 in µM; hit rate 0.074% among 220,000;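 active = fold induction of absorbance versus untreated yeast above a set limit, then at least 30% activation at any dose in follow-up; inconclusive = repeats straddling the limit, or above it without dose testing; inactive = fold induction below the set limit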;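 note: activators that raise dye reduction in frataxin-depleted yeast; strong numbers were not always called active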
Autophagy HCS – alters autophagy in cells; MEF GFP-LC3 puncta imaging; test concentration mostly 10 µM; calls only at 10 µM (by protocol); hit rate 0.98% among 190,000; AID 463193;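 active = percentage of spot-positive cells more than 3 SD above its plate mean, without a fluorescence outlier flag or 80% toxicity; inconclusive = no clear call, values can overlap the other calls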;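 note: spot-positive cell cutoff set from DMSO-treated cells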
Insulin prom up – MIN6 insulin promoter up-regulation | hit rate 0.3% among 190,000 | z-score at 5 µM | MIN6 insulin promoter-GFP reporter, high-content imaging; hits give high values;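 active = z-score above 3 at 5 µM with at least 500 cells counted in the well; inconclusive = wells under 500 cells, flagged as cytotoxic or low count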
Dynein transport – dynein cargo transport inhibition; 3617.4 mouse cells, GR-EGFP nuclear translocation imaging; test concentration mostly 20 µM; stimulated with dexamethasone, 1 µM; hits give low values; z-score, hits read low; hit rate 0.47% among 220,000; AID 1381;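 active = plate z-score of nuclear minus cytoplasmic receptor signal below a set negative limit, without overly bright fluorescence or cell loss, cut at about -3.5 in these data, passing the limit was not always enough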;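 note: z-score of nuclear minus cytoplasmic ring GR-EGFP intensity difference per well; some compounds called inactive have numbers as strong as hits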
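Buffer or medium: tet-free, stripped-serum medium; Also added: dexamethasone, 1.0 µM final; Technique: high-content fluorescence imaging after fixation; Times: 48 h induction, 1 h compound, 30 min dex at 37 °C; Read-out: per-cell GR-EGFP intensity, nucleus versus surrounding cytoplasmic ring, well-averaged.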
MT stabilize HCS – microtubule stabilizers in HeLa cells; HeLa tubulin immunostaining HCS, 24 h; share of cells brighter than vehicle mean+2SD; % tubulin-high responders, % at 10 µM; hit rate 0.83% among 200,000; AID 2205;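 active = plate Z-score above 3 for both tubulin-high and condensed-nucleus cell shares, with cell loss under 80%, at 10 µM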;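 note: anti alpha tubulin signal scored within the nucleus-defined area of each cell; some results filed as inactive read as strong as hits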
WT yeast gro inh – growth inhibition of WT yeast, mitochondrial fusion screen | inhibition, % at 10 µM | hit rate 2.1% among 190,000 | mitochondrial fusion phenotypic screen, WT strain; in the data active = inhibition above about 58%; tested in S. cerevisiae
human PMI inhibitors – human PMI inhibitors, high substrate, primary screen, biochemical, fluorescence intensity, high mannose 6-phosphate (AID 1220); inhibition, % at 20 µM; hits with a dose series show IC50 in µM; hit rate 0.66% among 190,000; recombinant PMI enzyme, coupled fluorescence intensity; higher % means a stronger effect
WT yeast gro inh mutant strain – further read-out of WT yeast gro inh, marked with its call; inhibition, %; mitochondrial fusion phenotypic screen, mutant strain inhibition
Dynein transport cytoplasmic EGFP – recorded beside Dynein transport, whose call it bears; z-score; measured here: cytoplasmic GR-EGFP intensity; hits give high values
Dynein transport nuclear GR-EGFP – also measured in Dynein transport; calls as there; z-score; measured here: nuclear GR-EGFP intensity;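 lower value marks the stronger effect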
Dynein transport cell count – also measured in Dynein transport; calls as there; z-score; measured here: cell count per field
Insulin prom up cell count – further read-out of Insulin prom up, marked with its call; cell count; measured here: cytotoxicity, nuclei count;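 total cells summed across four imaged fields per well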
bCat nuc transl cell count 5 µM – further read-out of bCat nuc transl, marked with its call; cell count; measured here: cell count, cytotoxicity flag
MT stabilize HCS Hoechst-high % – also measured in MT stabilize HCS; calls as there; % Hoechst-high responders; measured here: nuclear condensation Hoechst responders;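 share of cells brighter than vehicle mean plus two SD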
MT stabilize HCS cytotoxicity % – second read-out of MT stabilize HCS, no call of its own (marks repeat the call); toxicity, %; measured here: cytotoxicity by cell density;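 0% = mean cell density of plate MIN control wells and 100% = no cells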
Autophagy HCS cell loss 18 h – also measured in Autophagy HCS; calls as there; toxicity, %; measured here: cell loss, nuclei count;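 cell loss after 18 h compound exposure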
Active calls of the source: *; i = inactive; ? = inconclusive; . = no result given; + = active, no number. Cut-off read from the data, not from the text of the source, unless noted: active = inhibition above about 50%; inactive = the rest. Compounds as they come; overall some 5% were active at least once.

Results follow in this order: Insulin prom up cell count | Dynein transport cell count | MT stabilize HCS Hoechst-high % | MT stabilize HCS cytotoxicity % | bCat nuc transl cell count 5 µM | Dynein transport nuclear GR-EGFP | Autophagy HCS | Dynein transport | Insulin prom up | WT yeast gro inh mutant strain | Yfh1-off respiration | Dynein transport cytoplasmic EGFP | bCat nuc transl | WT yeast gro inh | human PMI inhibition | human PMI inhibitors | MT stabilize HCS | Autophagy HCS cell loss 18 h
> COc1ccc(CS(=O)/C(Cl)=C(/Cl)C(=O)Nc2ccc(OC)nc2)cc1 (stereo unspecified)
  . | 0.13* | 1.1 | 5.4 | 1034 | -2.2* | i | -5.2* | ? | 83 | i | 3.6* | 0.1 | 80 | -32% | -24% | 2.5 | 92
> CS/C(N)=N/N=C/c1cc(Br)cc(Br)c1O
  1115 | 0.47 | . | . | 1265 | -0.4 | . | -0.91 | -0.53 | . | i | 0.21 | 0.6 | . | . | . | . | .
> Cc1ccc(S(=O)(=O)NCCc2ccncc2)cc1
  1313 | -0.71 | 2.7 | 4.7 | . | 0.5 | i | 0.44 | -0.5 | 12 | i | -0.2 | . | 0 | 6% | -4% | 1.4 | 6
> COCC1CCCCN1Cc1cn(-c2ccccc2)nc1-c1ccc2c(c1)OCO2 (stereo unspecified)
  1502 | -1.7 | 2.3 | 9.2 | 1034 | 2 | i | 2.4 | -1.2 | -8 | i | -0.0095 | -0.2 | 7 | 6% | 1% | 3.4 | -9
> Cc1sc2ncn(CC(=O)NCCCC(=O)N3CCN(c4ccccn4)CC3)c(=O)c2c1C
  . | -1.2 | 2.3 | 29 | . | 2 | i | 3.5 | . | -4 | i | 0.043 | . | 0 | -4% | 1% | 5.8 | 9
> COc1ccc(C(C(=O)NC2CCCC2)N(C(=O)c2ccoc2C)c2ccc(C)cc2)cc1 (stereo unspecified)
  1604 | -0.024 | 1.4 | 8.1 | 1016 | -0.27 | i | 0.05 | -0.79 | -13 | i | -0.21 | 1.0 | 13 | 3% | 6% | 1.6 | 40
> CN(C1CCCCC1)S(=O)(=O)c1ccc(S(=O)(=O)N2CCN(CCC#N)CC2)cc1
  1556 | 0.056 | 1.4 | 2.2 | 1075 | 0.13 | . | 0.022 | 0.75 | -1 | i | -0.25 | -1.1 | 13 | 8% | 9% | 4.1 | .
> CC(C)(C)c1ccc(C(CC(=O)O)NC(=O)CCCc2ccccc2)cc1 (stereo unspecified)
  1300 | 0.4 | 2.3 | 2.6 | 1106 | 0.1 | i | -0.083 | -0.34 | 4 | i | -0.22 | 0.4 | 0 | -1% | 9% | 3.8 | 16
> Cc1ccc(S(=O)(=O)NNC(=O)Nc2ccc(Cl)cc2)cc1
  1303 | -0.19 | 2.3 | 6.9 | 594 | 0.091 | i | -0.13 | 0.35 | 28 | i | -0.15 | -1.0 | 5 | -8% | 1% | 1.1 | 8
> CN(Cc1ccccc1)C(=S)Nc1ccc2nc3n(c(=O)c2c1)CCCCC3
  1301 | 0.43 | 3.1 | 9.0 | 1026 | 0.044 | i | -0.6 | -1.5 | 11 | i | -0.27 | -0.5 | -9 | -5% | -8% | 10 | 5
> CCOC(=O)C1=C(C)N=c2s/c(=C\C(=O)OC)c(=O)n2C1c1ccc(OC)cc1 (stereo unspecified)
  916 | 0.73 | 2.8 | 12 | 1271 | -0.84 | i | -1.7 | -0.76 | 0 | i | 0.025 | -4.9 | 6 | 11% | 2% | 3.1 | 5
> COc1ccc(-n2c(SCC(=O)N3CCOCC3)nc(O)c(Cc3ccccc3)c2=O)cc1
  833 | 1.1 | 1.6 | 3.2 | 1075 | -0.41 | i | -0.68 | 1 | 11 | i | -0.2 | 2.2 | 2 | 7% | 6% | 2.1 | 2
> CCOC(=O)C1(Cc2ccccc2C(F)(F)F)CCN(C2CCCC2)CC1
  1493 | 0.7 | 2.5 | 6.5 | 1027 | -0.5 | i | -0.59 | 0.03 | 6 | i | -0.13 | -0.7 | 3 | 1% | 0% | 3.0 | 7
> CCCNC(=O)c1ccc2c(=O)c(O)c(C)[nH]c2c1
  1034 | -0.23 | . | . | 1152 | -0.17 | . | -0.71 | -1.1 | . | i | -0.66 | 0.1 | . | . | . | . | .
> COc1ccc(C2C(C#N)=C(N)OC(C(C)(C)C)=C2C#N)cc1OC (stereo unspecified)
  1177 | 0.23 | 2.5 | 6.4 | 1072 | 0.058 | i | -0.051 | -0.15 | -7 | i | 0.11 | -2.5 | -14 | 8% | 33% | 2.4 | -9
> O=S(=O)(NC1CCCCC1NCc1ccco1)c1ccccc1 (stereo unspecified)
  1211 | 0.44 | 1.9 | 5.0 | 1156 | -0.19 | i | 0.056 | -0.8 | 9 | i | -0.18 | -1.5 | 10 | 12% | 8% | 1.4 | 19
> Cc1ccc(NC(=O)CCC(=O)NNC(=O)c2ccco2)cc1C
  1575 | -0.35 | 1.9 | 8.3 | 1376 | 0.51 | i | 0.23 | 0.6 | 18 | i | -0.21 | -1.7 | 23 | 4% | 0% | 3.0 | -17
> COC(=O)CC1=C(C(=O)OC)[C@@H](c2ccccc2[N+](=O)[O-])C(C#N)=C(N)O1
  1134 | -1.3 | . | . | 1296 | 0.051 | . | 0.94 | 0.18 | . | i | -0.22 | 0.1 | . | . | . | . | .
> O[C@H]1COC2C1OC[C@@H]2O (stereo partly specified)
  . | 0.73 | 2.9 | 1.8 | 582 | 0.029 | i | -0.34 | . | -9 | i | -0.15 | -0.6 | 0 | -12% | -12% | 4.0 | 22
> COc1ccc(-c2nnsc2N2C(=O)c3ccccc3C2=O)cc1
  1167 | 0.4 | . | . | 1324 | -0.014 | . | 0.076 | -0.39 | . | i | -0.22 | 0.1 | . | . | . | . | .
> COc1ccc(CCNC(=O)C2CCN(S(=O)(=O)N3CCOCC3)CC2)cc1OC
  1552 | 0.2 | 3.0 | 6.6 | 1017 | -0.024 | i | -0.37 | -0.28 | -1 | i | -0.31 | -2.8 | 4 | -9% | -4% | 4.7 | 1
> COc1ccc2nc(C)cc(SCC(=O)N/N=C/c3cccc4ccccc34)c2c1
  1617 | 0.81 | 13 | 57 | 327* | 0.45 | i | -0.1 | -0.28 | -7 | i | -0.21 | 77* | -4 | 5% | -2% | 41 | -21
> CCOc1cc(NC(=S)NCc2ccco2)c(OCC)cc1NC(=O)C1CC1
  1495 | -0.79 | 2.4 | 7.6 | 1081 | 0.21 | i | 0.14 | 0.25 | 13 | i | -0.19 | 0.8 | -29 | 6% | 22% | 3.5 | 2
> Cc1nn(C)c2ncc(C(N)=O)c(Oc3ccc(Cl)cc3)c12
  1445 | 0.46 | . | . | 1186 | -0.38 | . | -0.67 | 0.35 | . | i | -0.28 | -4.5 | . | . | . | . | .
> COc1ccc(C(C(=O)NC2CCCCC2)N(C(=O)c2ccccn2)c2cccnc2)cc1 (stereo unspecified)
  1134 | -2.4 | 1.4 | 1.9 | 1530 | 0.3 | i | 0.74 | -0.31 | -1 | i | -0.057 | 0.5 | -13 | . | . | 1.5 | -4
> Cc1nn(C)c(C(=O)N/N=C/c2ccc(Br)cc2)c1Cl
  1243 | 1.1 | 1.5 | 13 | 975 | 0.031 | i | 0.022 | -0.18 | -8 | i | -0.25 | -0.6 | -1 | -2% | 1% | 2.3 | -5
> CCOC(=O)/C(=C\C=C1/Sc2cc(OCC)c(OCC)cc2N1CC)C(C)=O
  . | 0.58 | 1.5 | 2.0 | 943 | 0.36 | + | -3.7 | . | 14 | i | 6.8 | 12 | 5 | 8% | 29% | 80 | 4.4*
> C(=N\N1CCN(C2c3ccccc3-c3ccccc32)CC1)/c1cccs1
  1581 | -0.42 | 1.0 | 4.5 | 1386 | 0.25 | i | 1 | 0.27 | -29 | i | 0.24 | 0.4 | 17 | 13% | 16% | 1.5 | 5
> O=C(NCCCCCCNC(=O)OC1CCS(=O)(=O)C1)OC1CCS(=O)(=O)C1 (stereo unspecified)
  911 | 0.79 | 1.6 | 7.3 | 1008 | -0.073 | i | -0.48 | 0.27 | 12 | i | -0.28 | 0.2 | 7 | -8% | -10% | 2.5 | -7
> O=C(O)Cn1nc2ccccc2n1
  1217 | 1.4 | 0.6 | 72 | 1084 | -0.15 | i | -0.3 | -0.43 | 2 | i | 0.13 | -0.1 | -5 | 0% | 5% | 5.8 | 2
> O=C(CSc1nnc2n1CCCN2)c1ccccc1
  961 | 0.15 | . | . | 1323 | -0.19 | . | -0.52 | 0.17 | . | i | -0.21 | -1.2 | . | . | . | . | .
> O=c1cc(CSc2nnc(COc3ccc(Cl)cc3)o2)c2ccccc2[nH]1
  1158 | 0.72 | 1.7 | 5.2 | 995 | 0.043 | i | -0.06 | 1.1 | 24 | i | 0.0014 | 0.3 | 25 | 23% | 17% | 2.8 | -6
